CHRM5 PAM – human M5 muscarinic receptor positive allosteric modulators, primary screen, CHO-K1 cells, Fluo-8 calcium fluorescence; hit rate 0.3% among 360,000; CHO-K1 hM5, ACh EC20 PAM; 0% = ACh EC20, 100% = ACh EC100; activation, % at 3 µM; Muscarinic acetylcholine receptor M5 (Homo sapiens), P08912;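 active = activation above the run cutoff, the mean activation of all test compounds plus 3 SD, cut at about 18% in these data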
Target sequence (P08912 whole entry, looked up): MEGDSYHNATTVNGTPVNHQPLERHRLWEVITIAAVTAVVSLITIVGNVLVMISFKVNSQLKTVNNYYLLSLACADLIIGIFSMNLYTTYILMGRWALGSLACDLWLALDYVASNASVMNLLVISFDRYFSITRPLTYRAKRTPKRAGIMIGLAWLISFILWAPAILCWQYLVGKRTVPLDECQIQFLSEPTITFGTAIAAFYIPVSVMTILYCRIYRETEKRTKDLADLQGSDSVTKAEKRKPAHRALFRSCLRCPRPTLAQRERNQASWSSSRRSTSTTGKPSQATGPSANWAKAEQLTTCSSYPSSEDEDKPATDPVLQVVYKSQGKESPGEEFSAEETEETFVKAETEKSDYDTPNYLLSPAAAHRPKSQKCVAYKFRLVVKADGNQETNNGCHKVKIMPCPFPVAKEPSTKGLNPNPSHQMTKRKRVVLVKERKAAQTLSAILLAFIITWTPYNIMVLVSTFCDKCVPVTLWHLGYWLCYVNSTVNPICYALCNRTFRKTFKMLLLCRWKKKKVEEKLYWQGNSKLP
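System: CHO-K1 cell line with stable human muscarinic M5 receptor expression | Also added: EC20 acetylcholine as agonist stimulus | Compound: One concentration, 3 µM final (nominal) | Timing: Fluo-8 loading 80 min at 37 °C plus 30 min room temperature | Measured by: Fluo-8 calcium dye fluorescence, kinetic read | Read-out basis: % activation, ACh-normalized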
CRFR2-BP antag – antagonists of CRF-BP/CRF-R2 complex, primary screen, cell-based, HEK293, calcium dye fluorescence, uHTS. CRF-induced calcium fluorescence. inhibition, % at 11.8 µM. hit rate 0.59% among 350,000;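 active = inhibition of the ligand-induced calcium signal above about 50% at the single tested concentration, limit read from the data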
M4 ag – human M4 muscarinic receptor agonists, primary screen, CHO-K1 cells, Fluo-8 calcium fluorescence. Muscarinic acetylcholine receptor M4 (Homo sapiens), P08173. CHO-K1 hM4/Gqi5; vehicle 0%, full acetylcholine response 100%. activation, % at 3 µM. hit rate 0.14% among 360,000;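 active = activation above the run mean over all test wells plus 3 SD, cut at about 32% in these data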;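 note: peak over basal fluorescence ratio per well then scaled between controls; 0% = DMSO wells and 100% = acetylcholine at EC100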
Target sequence (P08173 whole entry, looked up): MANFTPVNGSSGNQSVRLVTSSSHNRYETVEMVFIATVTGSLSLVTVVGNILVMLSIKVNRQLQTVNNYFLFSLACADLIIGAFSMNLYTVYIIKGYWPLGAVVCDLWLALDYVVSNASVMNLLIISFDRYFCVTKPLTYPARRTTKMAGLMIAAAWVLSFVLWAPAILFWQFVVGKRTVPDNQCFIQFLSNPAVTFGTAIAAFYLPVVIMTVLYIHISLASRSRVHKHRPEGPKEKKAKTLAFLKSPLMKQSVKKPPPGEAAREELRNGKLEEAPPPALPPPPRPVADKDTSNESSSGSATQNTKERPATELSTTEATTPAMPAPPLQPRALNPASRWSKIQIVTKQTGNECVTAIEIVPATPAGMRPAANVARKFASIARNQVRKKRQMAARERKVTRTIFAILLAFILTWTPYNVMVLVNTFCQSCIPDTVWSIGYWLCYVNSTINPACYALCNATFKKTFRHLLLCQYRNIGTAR
CHRM4 antagonist – human M4 muscarinic receptor antagonists, primary screen, CHO cells, Fluo-8 calcium fluorescence | Muscarinic acetylcholine receptor M4 (Homo sapiens), P08173 | CHO-hM4 cells, ACh EC80 | inhibition, % at 3 µM | hit rate 0.73% among 360,000;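 active = inhibition above its plate's cutoff, the mean inhibition of sample wells plus 3 SD, cut at about 27% in these data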;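 note: 0% = acetylcholine EC80 with DMSO and 100% = DMSO without agonist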
CHRM5 agonist – human M5 muscarinic receptor agonists, primary screen, CHO-K1 cells, Fluo-8 calcium fluorescence; Muscarinic acetylcholine receptor M5 (Homo sapiens), P08912; CHO-K1 hM5 cells; 0% DMSO wells, 100% maximal acetylcholine response; activation, % at 3 µM; hit rate 0.19% among 360,000;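 active = activation above the run's mean over test compounds plus 3 SD, cut at about 23% in these data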;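 note: signal is peak over basal fluorescence ratio across the kinetic read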
M1 PAM – human M1 muscarinic receptor positive allosteric modulators, primary screen, CHO-K1 cells, Fluo-8 calcium fluorescence, 1536-well | Muscarinic acetylcholine receptor M1 (Homo sapiens), P11229 | CHO-K1 hM1, ACh EC20; 0% = ACh EC20, 100% = maximal ACh | activation, % at 3 µM | hit rate 0.088% among 360,000 | AID 588819, 2011; in the data active = activation above about 19%, passing the limit was not always enough
M4 PAM – human M4 muscarinic receptor positive allosteric modulators, primary screen, CHO-K1 cells, Fluo-8 calcium fluorescence. activation, % at 3 µM. Muscarinic acetylcholine receptor M4 (Homo sapiens), P08173. AID 624126, 2012. hit rate 0.4% among 360,000. CHO-K1 hM4/Gqi5, ACh EC20; 0% = ACh EC20, 100% = maximal ACh;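 active = activation above its plate's cutoff, the mean activation of sample wells plus 3 SD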; note: some results filed as inactive read as strong as hits
M5 antag – human M5 muscarinic receptor antagonists, primary screen, CHO cells, Fluo-8 calcium fluorescence; Muscarinic acetylcholine receptor M5 (Homo sapiens), P08912; CHO-hM5 cells, ACh EC80; inhibition, % at 3 µM; hit rate 0.59% among 360,000; AID 624040, 2012;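 active = inhibition above a per-plate cutoff, the mean of that plate's test compounds plus 3 SD, cut at about 27% in these data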;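 note: 0% = acetylcholine EC80 with DMSO and 100% = DMSO without agonist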
CRFR2-BP ag – agonists of CRF-BP/CRF-R2 complex, primary screen, cell-based, HEK293, calcium dye fluorescence, uHTS; CRF-binding protein / CRF receptor 2 complex (human); calcium dye fluorescence (FLIPR); percent of saturating CRF peptide response; activation, % at 13.2 µM; hit rate 0.46% among 350,000; AID 588473, 2011;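 active = activation of at least 50%, plus an integration ratio under a set limit after plate pattern correction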;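 note: plate controls were neutral control wells without compound for no effect and CRF at EC100 for full effect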
An asterisk follows results filed as active; / = no result given. No enrichment for hits; overall some 2.6% were active at least once.

SMILES	CHRM5 PAM	CRFR2-BP antag	M4 ag	CHRM4 antagonist	CHRM5 agonist	M1 PAM	M4 PAM	M5 antag	CRFR2-BP ag
CN1C(C(=O)NCc2ccccc2)CC2Cn3c(nc4cc(Cl)c(Cl)cc43)C21 (stereo not drawn)	5.3	-3.4	6.6	-0.6	6.5	3.3	-0.2	-2.9	-0.6
C[C@H](CO)N1C[C@H](C)[C@@H](CN(C)Cc2ccc(-c3ccccc3)cc2)Oc2c(NC(=O)c3ccncc3)cccc2C1=O	-9.8	2.6	10.6	8.6	-0.6	0.8	-5.3	9.7	-1.1
O=C(CN1N=C(C(F)(F)F)CC1(O)c1ccc([N+](=O)[O-])cc1)c1ccccc1 (stereo not drawn)	-3.5	-6.7	3.4	-3.4	-12.0	-6.8	-3.5	-1.5	-1.1
COc1ccc(NC(=S)NCCCN2CCOCC2)cc1	-5.7	-2.4	1.1	-7.0	-2.8	7.3	-5.2	7.3	-0.8
C=C(C)CSc1nc2nc(C)cc(C)n2n1	-1.9	5.9	1.2	-3.3	0.7	6.5	8.8	3.6	-2.6
CC(=O)c1ccc2c3c(ccc(O)c13)CC2	-5.5	2.2	1.5	9.5	-2.7	7.1	2.3	-0.3	0.0
CCOc1ccc(NC(=O)CNC(=O)c2nn(-c3ccc(OC)cc3)c(=O)c3ccccc23)cc1	8.5	-6.8	5.0	-16.9	0.0	12.6	-4.0	-12.9	-2.4
Cc1ccccc1NC(=O)C(C)N1C(=O)c2ccccc2C1=O (stereo not drawn)	0.4	1.3	1.1	-6.6	-4.2	9.4	3.4	11.1	-0.1
COc1cccc(CNC(=O)c2ccc(S(=O)(=O)N3CCCC3)cc2)c1	-10.7	-0.8	5.8	-0.8	-3.4	3.2	5.5	-11.5	0.8
CC1CCCC(C)N1C(=O)COc1ccc(-c2nnco2)cc1 (stereo not drawn)	-3.0	0.8	0.8	-5.4	-1.9	2.7	-3.8	-2.5	1.0
Cc1c(C(=O)NCC(c2ccco2)N2CCCC2)sc2ccccc12 (stereo not drawn)	6.9	-2.5	1.4	-8.9	-10.8	3.5	3.6	13.4	-1.0
CSc1nc(Cl)c(Cc2ccc(OC(C)C)cc2)c(N(C)C)n1	-11.0	18.2	-1.5	-7.6	-3.5	-8.1	-5.6	4.1	-0.7
C=CCN(c1ccc(C(=O)Nc2ccc(NC(C)=O)cc2)cc1)S(C)(=O)=O	6.7	8.8	1.3	-2.4	-2.6	13.5	4.7	5.2	-0.2
O=C(NC1=CC(=O)c2ccccc2C1=O)c1ccccc1	-0.6	-15.8	13.1	16.7	7.9	1.6	-0.1	36.2*	-0.9
COc1ccc(N2CCN(CCCn3cnc4c(OC)ncnc43)CC2)cc1	-0.6	0.3	0.9	-10.9	-2.1	3.4	-2.0	5.4	-0.4
COc1ccc(C(=O)NNC(=O)CSc2nc3c(c(=O)n(C)c(=O)n3C)n2C)cc1	-1.9	14.4	3.6	-4.4	1.9	0.1	0.7	1.6	-2.2
O=C(NCCN1CCN(c2ccccc2F)CC1)c1ccc2nc3ccccc3c(=O)n2c1	-5.8	4.2	10.7	-7.2	-1.2	5.9	-3.5	1.4	-1.4
CCS(=O)(=O)c1nnnn1-c1ccccc1S(C)(=O)=O	0.2	-3.1	-0.7	9.9	-0.5	3.7	-4.3	-1.1	2.3
CN(C)/C=N/c1nc2nccc(-c3ccccc3)n2n1	-12.7	-1.9	0.9	3.3	-3.8	-0.5	-0.3	-9.6	-1.5
O=C(NCc1ccccc1)c1ccc(Br)cc1Br	2.7	16.7	0.3	1.2	-5.4	5.0	-5.9	-3.5	-0.3
CS(=O)(=O)N1CCCC(C(=O)NCCN2CCC(Cc3ccccc3)CC2)C1 (stereo not drawn)	1.4	2.3	0.9	1.9	-7.0	-9.1	-1.4	-6.1	-0.9
O=C(NCCNC(=O)c1cc(Cl)ccc1Cl)c1cnccn1	-1.9	-1.0	-0.1	5.2	-2.1	-3.1	-0.7	3.2	0.8
Cc1ccc(C)c(CN2CCC(CNC(=O)CCc3nnc4ccc(N5CCC(C)CC5)nn34)CC2)c1	-3.8	-8.3	-0.5	11.1	-8.8	1.0	-11.3	-2.4	-0.5
Cc1ccc(/C=N/n2c(-c3cccnc3)n[nH]c2=S)o1	6.2	-4.7	0.7	4.9	0.9	5.9	-2.8	-6.8	-0.3
CC(=O)OCCn1c(Br)nc2c1c(=O)[nH]c(=O)n2C	-0.6	18.0	0.1	-4.8	-0.3	4.4	0.2	-1.6	-0.6

Three entries already listed, arranged by heavy-atom count, descending.
SMILES	CHRM5 PAM	CRFR2-BP antag	M4 ag	CHRM4 antagonist	CHRM5 agonist	M1 PAM	M4 PAM	M5 antag	CRFR2-BP ag
COc1ccc(N2CCN(CCCn3cnc4c(OC)ncnc43)CC2)cc1	-0.6	0.3	0.9	-10.9	-2.1	3.4	-2.0	5.4	-0.4
O=C(NCCNC(=O)c1cc(Cl)ccc1Cl)c1cnccn1	-1.9	-1.0	-0.1	5.2	-2.1	-3.1	-0.7	3.2	0.8
Cc1ccc(/C=N/n2c(-c3cccnc3)n[nH]c2=S)o1	6.2	-4.7	0.7	4.9	0.9	5.9	-2.8	-6.8	-0.3

Continuation.
SMILES	CHRM5 PAM	CRFR2-BP antag	M4 ag	CHRM4 antagonist	CHRM5 agonist	M1 PAM	M4 PAM	M5 antag	CRFR2-BP ag
COC(C[C@H](O)C[C@H](O)[C@@H](C)OCc1ccccc1)OC	7.6	4.8	2.2	8.0	4.8	-9.7	2.5	2.2	8.3
CCCC(=O)Nc1ccc(C(=O)N/N=C/c2cccnc2)cc1	-0.3	-3.7	2.0	-3.4	2.8	5.3	5.6	-0.4	0.1
Cc1ccc(NS(=O)(=O)c2cc(C(=O)N3CCCC3)ccc2C)cc1C	1.2	17.1	2.5	-5.1	-2.2	12.3	2.8	0.8	-1.4
CCc1sc(C(=O)Nc2ccccc2N2CCOCC2)cc1C	-2.6	-60.9	1.5	6.1	3.5	4.6	2.7	4.1	-0.6
CCOC(=O)c1nnn(-c2nonc2N)c1-c1ccc(Cl)cc1	-0.1	-4.8	0.9	-7.5	-6.3	4.7	3.5	4.2	1.0
NS(=O)(=O)c1ccc(N/N=C/c2ccccc2Br)cc1	-7.8	5.6	1.0	1.8	0.4	4.2	-6.1	10.8	-0.1
O=C(CC1C(=O)NCCN1Cc1ccc(-c2ccccc2)cc1)NCCCn1cccn1 (stereo not drawn)	-3.1	-20.4	1.3	8.3	-4.2	5.7	-12.8	6.2	1.0
COc1ccc(CC(=O)Nc2ccc(N3CCCCC3)cc2)cc1	7.3	34.9	1.7	-2.6	1.2	9.4	2.2	-1.0	-2.6
O=C1CN(C(=O)c2cc3ccccc3oc2=O)C(c2ccc(F)cc2)c2cc(F)ccc2N1 (stereo not drawn)	-12.6	-4.5	4.4	-1.7	1.4	-5.8	-8.2	0.6	-0.2
COCCn1c(-c2ccc(Cl)cc2Cl)nc2c(c(=O)c3ccccc3n2C)c1=O	-4.7	2.4	-1.0	2.6	-0.3	-3.8	-0.6	7.7	-2.3
C[N+](C)(CCOc1ccccc1)Cc1ccccc1	-4.8	25.2	0.2	7.5	-1.6	3.1	-4.2	6.6	-2.2
CCCNC(=S)N(Cc1cc2cc(C)ccc2n2nnnc12)CC(C)(C)CN(C)C	-3.0	2.0	1.4	-1.1	-4.6	3.9	-0.3	9.6	-1.2
O=C(COC(=O)c1ccc(F)c(S(=O)(=O)N2CCOCC2)c1)Nc1ccc2[nH]c(=O)[nH]c2c1	4.0	3.1	0.6	-0.7	4.0	-4.2	-4.4	5.7	-1.7
CCCOc1cccc(/C=N/NC(=O)c2csc(C)c2C)c1	-4.1	-2.5	2.4	-0.3	-11.0	1.8	-4.9	-5.3	-0.4
CCOc1cccc(CN2CCCC(C(=O)c3cc(Cl)ccc3OC)C2)c1O (stereo not drawn)	-4.2	5.1	1.8	8.0	-5.3	0.8	-9.2	10.0	-2.0
COc1ccccc1N1CCN(C(=O)NCc2ccc(Cl)cc2)CC1	-5.1	-8.5	6.7	13.7	-1.4	-2.0	-4.8	17.6	0.3
Cn1ccc2c(-c3ccc(C(N)=O)cc3)cc3c(c21)C1CCC3C1 (stereo not drawn)	-20.3	/	-3.2	3.6	-6.7	-5.8	-9.2	8.2	/
CC(C)CCNC(=O)CCS(=O)(=O)c1cccc2nonc12	-2.8	-3.4	0.5	-6.6	0.2	1.4	4.1	-3.5	7.5
CCN(CC)S(=O)(=O)c1ccc2oc(C(=O)NC3CC3)c(C)c2c1	-4.3	-10.5	1.4	7.8	1.2	-3.4	-7.7	13.3	-0.1
CC(=O)Oc1ccc(/C=N/NS(=O)(=O)c2ccccc2)cc1	-7.3	8.2	2.3	4.5	0.2	-4.5	-0.2	7.1	0.6
CCC(=O)Nc1ccc(NC(=O)CSc2nnnn2CC)cc1C	-3.9	-0.4	-0.1	-12.2	-4.0	1.8	5.7	-5.0	2.1
CCN(CC)S(=O)(=O)c1cccc(S(=O)(=O)N2CCCCC2)c1	-1.6	-10.8	2.5	-2.3	2.4	-2.1	1.1	-1.2	-1.0
CC1(C(=O)N(CC(=O)NC2CCCC2)Cc2ccccc2)CC(=O)N=C2C=CC=CN21 (stereo not drawn)	4.4	-11.5	0.4	-2.5	-3.1	3.9	3.9	-5.1	1.2
COc1ccc(CCNC(=O)CC2COc3ccccc3O2)cc1OC (stereo not drawn)	0.4	-14.3	0.8	2.6	-3.8	5.1	2.7	-3.8	-0.4
COc1ccc(N2CCN(C3CCCN(C(=O)CN4CCCC4=O)C3)CC2)cc1 (stereo not drawn)	1.5	6.0	0.6	2.4	-1.4	1.4	4.1	4.2	-2.1
Continuation.
SMILES	CHRM5 PAM	CRFR2-BP antag	M4 ag	CHRM4 antagonist	CHRM5 agonist	M1 PAM	M4 PAM	M5 antag	CRFR2-BP ag
NC(=S)NNC(=O)C12CC3CC(CC(C3)C1)C2	1.0	-26.2	42.2*	9.7	6.4	-6.3	-9.2	5.3	125.1*
CCC(=O)N1CCN(c2nc(-c3ccc(Cl)cc3)cs2)CC1	7.9	19.3	8.7	-8.3	6.8	-4.3	-4.8	7.1	-4.4
CC1CCCC(C)N1CCCNC(=O)c1cc2c(=O)n(C)c3ccccc3c2n1C (stereo not drawn)	-0.2	-3.0	0.7	-2.0	-1.5	1.7	2.5	-5.6	-0.7
OC(COCc1ccccc1)CN1CCN(c2ccccc2)CC1 (stereo not drawn)	-4.1	-6.4	1.3	-8.7	-14.5	-12.6	-3.9	-8.8	6.0
Cc1cccc(-c2nc(CS(=O)CC(=O)NCC3CCCO3)c(C)o2)c1 (stereo not drawn)	3.4	35.1	1.1	1.6	0.1	0.5	3.9	1.3	-3.5
Cc1cc(S(=O)(=O)Nc2cccc(Cl)c2)c(C)s1	1.0	-28.8	-0.2	-1.9	-7.5	9.8	-4.7	3.9	-4.2
COCCNC(=O)c1ccc(CS(=O)(=O)c2c(Cl)cccc2Cl)o1	-3.6	12.2	-0.2	0.9	1.8	8.5	3.0	2.9	-1.7

Screens: PubChem, several laboratories
